# RGS4 inh: inhibitors of human regulator of G protein signaling 4; P49798; Transcreener GDP fluorescence polarization, RGS4-accelerated GTP hydrolysis; Potency, µM (series often up to 114 µM), for the others: at the top dose activity change, negative = inhibition, most hits filed as inhibitors; 390,000 tested, 0.039% active; also: % is scaled to controls: 0 for no effect and ±100 for the full control effect; nearly all actives have a fitted effect of over 75% in size; some results filed as inactive show a strong effect at the top dose
# Target sequence (P49798 whole entry, looked up): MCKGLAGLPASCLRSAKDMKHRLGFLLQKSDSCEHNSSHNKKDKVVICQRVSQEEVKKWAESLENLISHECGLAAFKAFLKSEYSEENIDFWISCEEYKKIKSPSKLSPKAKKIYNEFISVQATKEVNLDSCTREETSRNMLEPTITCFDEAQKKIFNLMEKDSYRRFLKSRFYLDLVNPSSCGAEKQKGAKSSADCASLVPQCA
#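 MLSMR compounds (23 nl, pin-transferred) preincubated 10 min at room temperature with a 500nM (2x) first reagent, then RGS4 at 900nM (2x) plus Transcreener GDP mix added; fluorescence polarization (620/688 nm) read before and after 90 min at 30 °C.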
# Vif-APOBEC3G blk: Vif-A3G binding inhibition; Q9HC16; 410,000 tested, 0.076% active; HeLa A3G-eYFP + Vif (tagged APOBEC3G with the HIV-1 protein that degrades it), YFP fluorescence, overnight; Potency, µM (titrated, usually from 46.1 µM), for inactives: top-dose activity, negative = active, most hits filed as inhibitors;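 also: % is scaled to controls: 0 for no effect and ±100 for the full control effect; nearly all actives have a fitted effect of over 60% in size; hits raise eYFP signal because A3G escapes Vif-driven loss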
# Target sequence (Q9HC16 whole entry, looked up): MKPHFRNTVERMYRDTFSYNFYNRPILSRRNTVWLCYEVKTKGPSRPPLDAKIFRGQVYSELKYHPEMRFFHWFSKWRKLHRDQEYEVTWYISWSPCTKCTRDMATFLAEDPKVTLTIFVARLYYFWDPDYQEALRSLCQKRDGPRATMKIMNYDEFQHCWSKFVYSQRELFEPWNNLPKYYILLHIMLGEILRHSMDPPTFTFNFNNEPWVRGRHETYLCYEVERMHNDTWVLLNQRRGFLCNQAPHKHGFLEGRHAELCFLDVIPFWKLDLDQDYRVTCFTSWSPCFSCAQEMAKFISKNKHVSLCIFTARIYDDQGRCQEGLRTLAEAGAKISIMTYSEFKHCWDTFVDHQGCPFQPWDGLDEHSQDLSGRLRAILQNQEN
#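 HeLa cells stably expressing Vif and C-terminally eYFP-tagged A3G, seeded overnight at 37 deg C, then exposed to compound by pintool overnight at 37 deg C. Rise in yellow fluorescence (Ex 488/Em 500-530, Acumen) marks blocked Vif-driven A3G degradation.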
# 12-LOX inh: ALOX12 (human) lipoxygenase inhibition. P18054. purified 12hLO, xylenol orange hydroperoxide absorbance. Potency, µM (highest dose often 108 µM), for the others: at the highest dose activity change, negative = inhibition, hits mostly inhibitors. 580,000 tested, 1.1% active. AID 1671190; also: % is scaled to controls: 0 for no effect and ±100 for the full control effect
#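 Purified human 12hLO (150 nM final) in 25 mM Hepes, 0.01% Triton X-100, pH 7.0 was preincubated 15 min at room temperature with compound. Then 40 uM arachidonic acid was added, 30 min. Hydroperoxide was read by Fe-XO absorbance ratio 573/405 nm.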
# rTrxR1 inhibitor: blocks rat thioredoxin reductase 1 | Potency, µM (top dose mostly 114 µM), without a hit: at the highest dose activity change, negative = inhibition, actives largely listed as inhibitors | O89049 | recombinant rTrxR1, NADPH fluorescence consumption, selenite substrate | 390,000 tested, 1% active; also: % is scaled to controls: 0 for no effect and ±100 for the full control effect; nearly all actives have a fitted effect of over 65% in size
# Target sequence (O89049 whole entry, looked up): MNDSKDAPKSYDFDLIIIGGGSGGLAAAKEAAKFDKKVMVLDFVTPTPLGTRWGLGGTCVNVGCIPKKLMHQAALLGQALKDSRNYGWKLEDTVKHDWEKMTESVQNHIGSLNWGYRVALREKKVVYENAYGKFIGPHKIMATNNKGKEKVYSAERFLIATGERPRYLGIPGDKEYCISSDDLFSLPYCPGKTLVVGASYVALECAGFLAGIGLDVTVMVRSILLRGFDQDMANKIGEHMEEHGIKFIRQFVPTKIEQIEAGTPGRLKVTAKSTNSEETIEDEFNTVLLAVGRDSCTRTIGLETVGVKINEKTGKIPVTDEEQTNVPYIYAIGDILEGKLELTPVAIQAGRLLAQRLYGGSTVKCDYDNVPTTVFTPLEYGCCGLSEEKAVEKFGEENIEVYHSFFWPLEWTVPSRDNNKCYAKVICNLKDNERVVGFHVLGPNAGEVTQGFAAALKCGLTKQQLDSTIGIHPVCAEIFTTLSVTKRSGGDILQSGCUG
#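 Rat TrxR1 (90 nM in the dispensed reagent) was pre-reduced with 400 uM NADPH for 5 min at room temperature, then incubated with compound for 15 min. After 400 uM selenite was added, NADPH fluorescence (Ex 340/Em 450 nm) was followed for 8 min.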
# IDH1 R132H inh: inhibitors of human mutant IDH1 R132H | Potency, µM (highest dose often 76.6 µM), without a hit: at the highest dose activity change, negative = inhibition, most hits filed as inhibitors | IDH1-R132H enzyme, NADPH consumption, diaphorase/resazurin fluorescence | AID 602179 | 390,000 tested, 0.093% active; also: % is scaled to controls: 0 for no effect and ±100 for the full control effect; nearly all actives have a fitted effect of over 65% in size
#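 IDH1-R132H (0.5 ug/mL) preincubated 30 min with compound, then NADPH (0.016 mM) and alpha-KG (2 mM) added; 80 min at RT, pH 7.5. Remaining NADPH coupled via diaphorase/resazurin to fluorescence (540/590 nm); concentration-response curves normalized to no-enzyme control.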
# TrxR1 substrate: is turned over as a substrate by rat TrxR1. O89049. purified TrxR1 substrate turnover, NADPH consumption readout. Potency, µM (highest dose often 114 µM), without a hit: at the highest dose activity change, negative = substrate turnover. 390,000 tested, 0.01% active. AID 588456; also: % is scaled to controls: 0 for no effect and ±100 for the full control effect; nearly all actives have a fitted effect of over 50% in size
#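 Rat TrxR1, dispensed at 90 nM, was prereduced with 400 uM NADPH (final) for 5 min at ~22 deg C, then incubated with compound 15 min before 400 uM selenite. A first-read NADPH fluorescence drop versus no-compound background flagged substrates.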
# RXFP1 ag: agonists of human relaxin receptor RXFP1 | Q9HBX9 | HEK293T-RXFP1 cAMP TR-FRET, 30 min; response scale: percent of porcine relaxin response, buffer zero | 370,000 tested, 0.3% active | Potency, µM (series often up to 57.5 µM), without a hit: at the highest dose activation, hits mostly activators; also: % is scaled to controls: 0 for no effect and ±100 for the full control effect; nearly all actives have a fitted effect of over 60% in size; many of its hits are not listed in these tables
#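 HEK293 cells stably expressing RXFP1, treated 30 min at 37C with compounds plus PDE4 inhibitor Ro 20174; cAMP measured by HTRF TR-FRET. Normalized to buffer and 29 nM porcine relaxin; EC50 by Hill fit.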
# USP1 inh: inhibitors of human USP1/UAF1 deubiquitinase; O94782; recombinant USP1/UAF1, Ub-Rhodamine cleavage fluorescence; Potency, µM (highest dose often 57.1 µM), without a hit: top-dose activity change, negative = inhibition, hits mostly inhibitors; 390,000 tested, 0.23% active; AID 743255; also: % is scaled to controls: 0 for no effect and ±100 for the full control effect; nearly all actives have a fitted effect of over 60% in size; inactives centre near -12
#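 In this screen, compounds sit with the deubiquitinase complex (1nM) for 15 min at room temperature before Ub-Rho is added at 150nM final. Fluorescence rise is then followed for 6 reads every 60 seconds.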
# Vif-APOBEC3F blk: Vif-A3F binding inhibition; AID 602313; HeLa A3F-eYFP + Vif (tagged APOBEC3F with the HIV-1 protein that degrades it), YFP fluorescence increase; 390,000 tested, 0.2% active; Potency, µM (series often up to 46.1 µM), inactives show at the top dose activity, negative = active; also: % of control where 0% means no effect; nearly all actives have a fitted effect of over 65% in size
#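 Fluorescence increase (Ex 488/Em 500-530) after overnight compound treatment at 37 deg C flags inhibition of Vif-driven A3F-eYFP loss in stable HeLa A3F-eYFP/Vif cells seeded overnight beforehand.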
# * = called active by the depositor; ? = inconclusive; nt = not tested or not shown; [ ] = dose if it differs, or a comment. Calls follow the shape of the dose curve; as a rule, active = well fitted curve in the direction sought with a large enough effect; inconclusive = small, poorly fitted or top-dose-only effect, or another doubt; inactive = no such curve, though single readings can be large; an effect the other way counts as inactive or inconclusive. Potency is read from the fitted curve at half-maximal effect.
# Every second line gives: RGS4 inh	Vif-APOBEC3G blk	12-LOX inh	rTrxR1 inhibitor	IDH1 R132H inh	TrxR1 substrate	RXFP1 ag	USP1 inh	Vif-APOBEC3F blk
1	CCN(CC)S(=O)(=O)c1ccccc1/C=N\O
 : 37%	2%	25%	11%[57.1 µM]	3%	10%[57.1 µM]	-1.1%	8%	-13%
2	Cc1cc(OCCCN2CCN(Cc3ccccc3)CC2)ccc1[N+](=O)[O-]
 : 12%	5%	?	9%	0%	1%	0.2%	-21%	8%
3	COc1ccc(NCc2cc3cc4c(cc3n(CC(=O)Nc3cccc(F)c3)c2=O)OCO4)cc1
 : -24%	1%	39%[activator]	22%	15%	5%	6.7%	?	0%
4	CCSc1ccc([C@@H]2[C@H]3C(=O)N(C)C(=O)[C@H]3[C@]3(C(=O)OC)CCCCN23)cc1OC
 : -3%	1%	-28%	-32%[57.1 µM]	1%	-3%[57.1 µM]	0.6%	-16%	7%
5	Cc1nn(CC(=O)OCC(=O)Nc2cccc(S(N)(=O)=O)c2)c(C)c1[N+](=O)[O-]
 : -20%	2%	3%	15%	-16%	2%	nt	-18%	-14%
6	Cc1ccc(NC(=O)CNCC(c2ccccc2)N(C)C)cc1F (stereo not drawn)
 : 23%	1%	-23%	-6%	-13%	-7%	0.0%	-2%	4%
7	CC(C)c1onc(C(=O)N(C)C2CCCCC2)c1[N+](=O)[O-]
 : -9%	-13%	-4%	42%[activator]	-3%	9%	-2.6%	-21%	-6%
8	CC#CCN(Cc1ccco1)C(=O)c1ccc(OC2CCN(Cc3ccccn3)CC2)cc1
 : -30%	1%	0%	?	3%	-6%	0.0%	-5%	-16%
9	CCCCCCOc1ccc(N2C(=O)CC(NCCc3ccc(S(N)(=O)=O)cc3)C2=O)cc1 (stereo not drawn)
 : 19%	1%	-22%	14%	-2%	7%	9.2%	-14%	0%
10	Cc1cccc2cc(=O)[nH]c(C)c12
 : -15%	1%	354%[activator]	-7%	2%	-7%	-2.8%	-3%	1%

# 2 consecutive entries out of the list so far, for reference:
# Every second line gives: RGS4 inh	Vif-APOBEC3G blk	12-LOX inh	rTrxR1 inhibitor	IDH1 R132H inh	TrxR1 substrate	RXFP1 ag	USP1 inh	Vif-APOBEC3F blk
8	CC#CCN(Cc1ccco1)C(=O)c1ccc(OC2CCN(Cc3ccccn3)CC2)cc1
 : -30%	1%	0%	?	3%	-6%	0.0%	-5%	-16%
9	CCCCCCOc1ccc(N2C(=O)CC(NCCc3ccc(S(N)(=O)=O)cc3)C2=O)cc1 (stereo not drawn)
 : 19%	1%	-22%	14%	-2%	7%	9.2%	-14%	0%

# New compounds follow:
# Every second line gives: RGS4 inh	Vif-APOBEC3G blk	12-LOX inh	rTrxR1 inhibitor	IDH1 R132H inh	TrxR1 substrate	RXFP1 ag	USP1 inh	Vif-APOBEC3F blk
11	O=C(CCN1CCN(S(=O)(=O)c2ccc(Cl)cc2)CC1)Nc1ccccc1F
 : -14%	0%	11%	16%[57.1 µM]	4%	-7%	0.3%	0%	5%
12	Cc1ccc(NC(=O)N2C3CCCC2CC(NC(=O)C(C)(C)C)C3)cc1 (stereo not drawn)
 : 26%	3%	10%	16%	-9%	2%[2.29 µM]	1.8%	-20%	1%
13	O=c1[nH]c(-c2ccccn2)nc2ccccc12
 : -42%	-8%	55%[activator]	-12%	1%	-10%	-0.4%	10%	-5%
14	O=C(Nc1ccc(O)cc1)C1CCCN1S(=O)(=O)c1ccc(F)cc1 (stereo not drawn)
 : 5%	-1%	392%[activator]	-16%	8%	-9%	-0.3%	-26%	0%
15	C=CCn1c(SCc2cc(=O)n3cc(C)ccc3n2)nnc1-c1cccc(C)c1
 : -30%	-4%	-17%	3%[57.1 µM]	0%	4%[57.1 µM]	-2.0%	-13%	0%
16	Cc1ccc(S(=O)(=O)N(C)C)cc1NC(=O)COC(=O)CN1C(=O)c2ccccc2C1=O
 : 9%	2%	-4%	13%	-14%	-3%	0.5%	-16%	1%
17	CCSc1ncc(/C=N/Nc2ccc(Cl)cc2)n1C
 : 2%	-25%	?	10%[57.1 µM]	8%	8%[57.1 µM]	0.4%	-7%	-11%
18	Nn1cc(-c2ccccc2)nc1SCC(=O)NC1CCS(=O)(=O)C1 (stereo not drawn)
 : 4%	-10%	0%	-4%[57.1 µM]	7%	-1%[57.1 µM]	0.5%	-11%	0%
19	COc1ccc2oc(C(=O)NC3CCCCC3)c(C)c2c1
 : -4%	-8%	-12%	14%	4%	27%	1.2%	-22%	-11%
20	CCCCCCCC1CC(/C(C)=N/NC(N)=O)OC1=O (stereo not drawn)
 : ?	0%	-9%	6%[57.1 µM]	5%	6%[57.1 µM]	-0.8%	-18%	10%
21	CSCC[C@H](NC(=O)CCn1nnc2ccccc2c1=O)C(=O)O
 : -2%	5%	-12%	14%	6%	2%	3.7%	-15%	-4%
22	O=C(Nc1ccccc1)c1ccc2c(c1)CCN2S(=O)(=O)c1ccccc1
 : 16%	-2%	11%	15%	2%	-7%	-0.9%	-12%	-4%
23	CC1CC(C)CN(C(=O)c2cc3c(=O)n4ccccc4nc3s2)C1 (stereo not drawn)
 : 8%	-1%	-15%	10%	0%	123%[activator]	11%	?	-5%
24	O=C(COC(=O)/C=C/c1ccc(Cl)cc1)NC1CCS(=O)(=O)C1 (stereo not drawn)
 : nt	2%	-6%	nt	6%	nt	nt	-10%	-3%
25	CCOc1ccc(CN2CCNC(=O)C2CC(=O)NCCCn2ccnc2)cc1 (stereo not drawn)
 : 11%	2%	-22%	-1%	10%	3%	-1.5%	-24%	-4%
26	C=CCC(=O)NC1CCCc2c1cnn2-c1cc(F)cc(F)c1 (stereo not drawn)
 : -8%	-3%	0%	24%	-5%	9%	5.2%	-11%	-11%
27	CC[C@H](C)Cc1cn([C@@H](CCCCNC(=O)OC(C)(C)C)C(=O)NCCCCCCCCCCC(=O)N2CCN(C(=O)OC(C)(C)C)CC2)nn1
 : -8%	-1%	-17%	-8%	10%	-13%	0.2%	-11%	-3%
28	Cc1ccc(C(C(=O)NC2CCCCC2)N(CCC(C)C)C(=O)CNC(=O)c2ccco2)o1 (stereo not drawn)
 : -19%	-5%	-2%	-3%	1%	-2%	0.4%	-22%	-1%
29	COc1ccc(Br)cc1CNC(=O)Cn1c(=O)c2cccn2c2ccc(F)cc21
 : 28%	4%	?	1%	12%	-7%	-0.8%	-27%	-23%
30	COc1ccc(C2CC(c3ccccc3Cl)=NN2c2ccc(S(N)(=O)=O)cc2)cc1 (stereo not drawn)
 : 1%	-12%	?	-114%	-21%	471%[activator]	nt	-17%	8%

# 9 structures out of the list, arranged by molecular weight, descending.
# Every second line gives: RGS4 inh	Vif-APOBEC3G blk	12-LOX inh	rTrxR1 inhibitor	IDH1 R132H inh	TrxR1 substrate	RXFP1 ag	USP1 inh	Vif-APOBEC3F blk
27	CC[C@H](C)Cc1cn([C@@H](CCCCNC(=O)OC(C)(C)C)C(=O)NCCCCCCCCCCC(=O)N2CCN(C(=O)OC(C)(C)C)CC2)nn1
 : -8%	-1%	-17%	-8%	10%	-13%	0.2%	-11%	-3%
28	Cc1ccc(C(C(=O)NC2CCCCC2)N(CCC(C)C)C(=O)CNC(=O)c2ccco2)o1 (stereo not drawn)
 : -19%	-5%	-2%	-3%	1%	-2%	0.4%	-22%	-1%
25	CCOc1ccc(CN2CCNC(=O)C2CC(=O)NCCCn2ccnc2)cc1 (stereo not drawn)
 : 11%	2%	-22%	-1%	10%	3%	-1.5%	-24%	-4%
22	O=C(Nc1ccccc1)c1ccc2c(c1)CCN2S(=O)(=O)c1ccccc1
 : 16%	-2%	11%	15%	2%	-7%	-0.9%	-12%	-4%
24	O=C(COC(=O)/C=C/c1ccc(Cl)cc1)NC1CCS(=O)(=O)C1 (stereo not drawn)
 : nt	2%	-6%	nt	6%	nt	nt	-10%	-3%
21	CSCC[C@H](NC(=O)CCn1nnc2ccccc2c1=O)C(=O)O
 : -2%	5%	-12%	14%	6%	2%	3.7%	-15%	-4%
26	C=CCC(=O)NC1CCCc2c1cnn2-c1cc(F)cc(F)c1 (stereo not drawn)
 : -8%	-3%	0%	24%	-5%	9%	5.2%	-11%	-11%
19	COc1ccc2oc(C(=O)NC3CCCCC3)c(C)c2c1
 : -4%	-8%	-12%	14%	4%	27%	1.2%	-22%	-11%
20	CCCCCCCC1CC(/C(C)=N/NC(N)=O)OC1=O (stereo not drawn)
 : ?	0%	-9%	6%[57.1 µM]	5%	6%[57.1 µM]	-0.8%	-18%	10%

# Next section:
# Every second line gives: RGS4 inh	Vif-APOBEC3G blk	12-LOX inh	rTrxR1 inhibitor	IDH1 R132H inh	TrxR1 substrate	RXFP1 ag	USP1 inh	Vif-APOBEC3F blk
31	Oc1ccccc1-c1csc(-c2ccccc2)n1
 : -33%	-8%	-28%	11%[57.1 µM]	6%	5%[57.1 µM]	0.1%	?	-14%
32	C[C@H](N)C(=O)OCc1ccc([N+](=O)[O-])cc1
 : 5%	1%	124%[activator]	5%	-3%	-1%	-1.1%	-11%	0%
33	CC(=O)Nc1c(O)nc(C)[nH]c1=O
 : 25%	1%	-10%	-1%	-7%	-6%	-1.5%	-15%	-3%
34	Cc1ccc(NC(=O)CN(C)S(=O)(=O)c2ccc3c(c2)c(=O)n(C)c(=O)n3C)cc1
 : 11%	-2%	0%	-9%	-1%	-10%	-0.3%	-6%	?

# Screens from PubChem BioAssay.

# A portion of the library; rates above refer to the full screens.
